TbMetRS inhib: T. brucei MetRS inhibitors, primary screen, biochemical, luminescence; purified T. brucei MetRS, ATP depletion, Kinase-Glo luminescence; methionyl-tRNA synthetase (Trypanosoma brucei brucei); 0.4% of 360,000 active; inhibition, % at 11.9 µM;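 active = inhibition above a per-plate cutoff of the control wells' mean inhibition plus 3 SD, cut at about 5.5% in these data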;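 also: 0% = DMSO wells median and 100% = median of wells with control inhibitor compound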
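System: purified T. brucei MetRS enzyme / Detection: Kinase-Glo luciferase luminescence reporting remaining unconsumed ATP / Medium: HEPES buffer with MgCl2, KCl, DTT, spermine, BSA, pyrophosphatase / Replication: singlicate, one well per compound / Evaluation: percent inhibition relative to median high and low control wells / Schedule: 2 h aminoacylation at 25 °C after 15 min preincubation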
MsrA inh: bovine MsrA enzyme inhibitors, primary screen, biochemical, absorbance, HTS. 0.75% of 360,000 active. AID 651718, 2012. inhibition, % at 15.5 µM. purified bovine MsrA, absorbance read-out; in the data active = inhibition above about 4.5%;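 also: 0% = vehicle wells with enzyme and 100% = reference inhibitor wells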
DNMT1 inh: human DNMT1 methyltransferase inhibitors, primary screen, biochemical, molecular beacon, fluorescence, HinP1I cleavage, uHTS; inhibition (reported as % activation of signal), % at 10 µM; AID 588458, 2011; 0.83% of 360,000 active; DNA (cytosine-5)-methyltransferase 1 (Homo sapiens), P26358; in the data active = inhibition above about 50%
LMPTP block: LMPTP phosphatase inhibitors, primary screen, biochemical, fluorescence intensity, uHTS; Low molecular weight phosphotyrosine protein phosphatase (Homo sapiens), P24666; 0.22% of 360,000 active; inhibition, % at 20 µM; recombinant LMPTP-A, OMFP fluorogenic substrate;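 active = compounds that cut the enzyme signal by at least half of the control window in the single-dose screen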;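 also: plate controls were DMSO wells with enzyme plus substrate for no effect and substrate without enzyme for full effect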
Target sequence (P24666 whole entry, looked up): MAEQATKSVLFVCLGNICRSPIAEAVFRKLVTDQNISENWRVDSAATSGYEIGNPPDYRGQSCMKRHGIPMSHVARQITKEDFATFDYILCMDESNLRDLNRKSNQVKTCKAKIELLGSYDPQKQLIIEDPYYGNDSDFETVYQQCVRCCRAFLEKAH
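Test system: LMPTP-A phosphatase enzyme; input: 0.625 nM LMPTP-A final; reagent: OMFP substrate, 400 µM final; compound dosing: 20 µM single dose, 3% DMSO; incubation: 50 min dark incubation at room temperature; measured by: endpoint fluorescence intensity from OMFP dephosphorylation; measure: % inhibition relative to no-enzyme and uninhibited control wells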
STEP inh: STEP phosphatase inhibitors, primary screen, biochemical, fluorescence intensity, uHTS; Tyrosine-protein phosphatase non-receptor type 5 (Homo sapiens), P54829; inhibition, % at 20 µM; recombinant STEP, OMFP fluorogenic substrate; AID 588621, 2011; 0.25% of 360,000 active;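 active = inhibition at 20 µM, scaled per plate between control wells, above about 37%, limit read from the data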;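 also: 0% = DMSO with enzyme and substrate and 100% = substrate only without enzyme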
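material = STEP tyrosine phosphatase | reagent = fluorogenic phosphatase substrate OMFP at 25 µM final | doses = single compound dose of 20 µM, 1% DMSO final | schedule = 20 min reaction, room temperature, in the dark | measured by = fluorescence, 480/540 nm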
MsrA act: bovine MsrA enzyme activators, primary screen, biochemical, absorbance, HTS; Methionine sulfoxide reductase A (Bos taurus); purified bovine MsrA, absorbance read-out; AID 602163, 2012; 0.3% of 360,000 active; activation, % at 10.6 µM; in the data active = activation above about 7.5%;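 also: 0% = vehicle and 100% = reference activator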
SUMO1-SIM PPI: modulators of SUMO1 protein-protein interactions, primary screen, biochemical, uHTS; Small ubiquitin-related modifier 1 (Homo sapiens), P63165; SUMO1 binding to a labelled peptide, TR-FRET, 1 h; inhibition, % at 20 µM; 0.33% of 360,000 active; AID 602429, 2012; in the data active = inhibition above about 37%
Target sequence (P63165 whole entry, looked up): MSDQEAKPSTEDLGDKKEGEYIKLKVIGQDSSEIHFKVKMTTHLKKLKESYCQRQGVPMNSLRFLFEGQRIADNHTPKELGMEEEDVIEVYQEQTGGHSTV
Scp1 inh: Scp-1 phosphatase inhibitors, primary screen, biochemical, colorimetric, uHTS. Recombinant Scp1, phosphopeptide, malachite green phosphate absorbance. inhibition, % at 20 µM. 0.88% of 340,000 active;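 active = inhibition above about 50% at 20 µM, limit read from the data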;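 also: plate controls were DMSO wells with enzyme for no effect and wells lacking enzyme for full effect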
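Test system: SCP-1 phosphatase catalytic domain, residues 76-261 | Compound dosing: One concentration, 20 µM, with 1.0% DMSO | Schedule: 45 min room-temperature reaction, 5 min colour, 30 min stabiliser | Detection: Absorbance at 630 nm | Read-out basis: % inhibition of SCP-1 phosphate liberation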
eLon inh: inhibitors of E. coli Lon protease, primary screen, biochemical, fluorescence polarization. 0.42% of 360,000 active. P0A9M0. purified E. coli Lon protease. inhibition, % at 7.94 µM; in the data active = inhibition above about 13%, passing the limit was not always enough;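 also: 0% = enzyme with probe and DMSO and 100% = no enzyme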
Target sequence (P0A9M0 whole entry, looked up): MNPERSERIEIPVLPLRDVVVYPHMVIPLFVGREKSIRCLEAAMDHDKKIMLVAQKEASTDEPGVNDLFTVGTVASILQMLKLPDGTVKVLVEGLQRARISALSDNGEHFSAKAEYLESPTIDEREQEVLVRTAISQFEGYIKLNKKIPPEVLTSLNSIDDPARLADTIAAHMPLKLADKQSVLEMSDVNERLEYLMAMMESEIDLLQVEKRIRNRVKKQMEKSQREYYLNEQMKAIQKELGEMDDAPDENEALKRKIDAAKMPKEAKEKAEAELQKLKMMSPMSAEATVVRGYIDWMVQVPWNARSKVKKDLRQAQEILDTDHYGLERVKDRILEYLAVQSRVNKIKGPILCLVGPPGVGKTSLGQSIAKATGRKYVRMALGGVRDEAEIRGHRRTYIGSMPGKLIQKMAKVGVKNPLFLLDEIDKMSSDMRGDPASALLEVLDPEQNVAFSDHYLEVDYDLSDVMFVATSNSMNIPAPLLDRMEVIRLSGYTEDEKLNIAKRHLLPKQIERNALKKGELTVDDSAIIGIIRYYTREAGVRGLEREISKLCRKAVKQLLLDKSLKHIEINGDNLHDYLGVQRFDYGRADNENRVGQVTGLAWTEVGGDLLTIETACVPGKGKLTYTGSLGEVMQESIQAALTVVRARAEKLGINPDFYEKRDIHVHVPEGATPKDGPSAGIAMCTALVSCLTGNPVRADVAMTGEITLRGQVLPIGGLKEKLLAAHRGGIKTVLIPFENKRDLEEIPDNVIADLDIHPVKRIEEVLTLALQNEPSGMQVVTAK
NRP1-CendR mod: modulators of CendR peptide binding to NRP-1, primary screen, biochemical, fluorescence polarization, uHTS. Neuropilin-1 (Homo sapiens), O14786. FAM-RPARPAR peptide binding to NRP-1. inhibition, % at 25 µM. 0.85% of 360,000 active;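 active = inhibition or corrected inhibition above about 18%, plus a signal ratio from 0.5 to 1.5, limit read from the data, passing the limit was not always enough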; also: strong numbers were not always called active
* = called active by the depositor. The order is random; about 4.3% have a hit in one of these screens.

For COc1cccc(CN(c2ccccc2C(=O)O)S(=O)(=O)c2ccc(C)cc2)c1 the results were TbMetRS inhib -0.3, MsrA inh 0.1, DNMT1 inh -1, LMPTP block -1.9, STEP inh 3, MsrA act -2, SUMO1-SIM PPI 9, Scp1 inh -8, eLon inh 3 and NRP1-CendR mod 4.
COc1ccccc1/C=C/c1onc(C)c1S(=O)(=O)N1CCC(C(=O)NC(C)C)CC1 was read as TbMetRS inhib 0.3, MsrA inh 1.1, DNMT1 inh -4, LMPTP block -1.2, STEP inh -1, MsrA act -3, SUMO1-SIM PPI -20, Scp1 inh -4, eLon inh -1 and NRP1-CendR mod -8.
Screening CC1=C(C(N)=O)S(=O)(=O)c2ccccc21 returned TbMetRS inhib 0.1, MsrA inh 1.5, DNMT1 inh 4, LMPTP block -0.4, STEP inh 0, MsrA act -2, SUMO1-SIM PPI -5, Scp1 inh -7, eLon inh 18* and NRP1-CendR mod 6.
CC(C)(C)OC(=O)N1CCN(C(=O)Nc2ccc3c(c2)OCCO3)CC1 was read as TbMetRS inhib 0.1, MsrA inh 0.2, DNMT1 inh -1, LMPTP block -0.8, STEP inh -8, MsrA act -4, SUMO1-SIM PPI -1, Scp1 inh -3, eLon inh -11 and NRP1-CendR mod -15.
Screening COC(=O)C1=C(C(=O)OC)[C@@H]2N(C)c3ccccc3[C@@]23C[C@@H](C(=O)OC)N(C(=O)c2cccs2)C3=N1 returned TbMetRS inhib 0.4, MsrA inh 2.6, DNMT1 inh 1, LMPTP block -0.3, STEP inh -2, MsrA act -2, SUMO1-SIM PPI 0, Scp1 inh 7, eLon inh -21 and NRP1-CendR mod -15.
`COc1cccc(-c2csc(N3CCN(CC(=O)NNC(=O)c4ccco4)CC3)n2)c1` gave TbMetRS inhib 0.0, MsrA inh -1.1, DNMT1 inh -14, LMPTP block 0.1, STEP inh 1, MsrA act -4, SUMO1-SIM PPI -1, Scp1 inh -19, eLon inh -4 and NRP1-CendR mod -13.
`N#Cc1ccccc1COc1cccc2c1CCCC2O` (stereo not drawn) gave TbMetRS inhib -0.4, MsrA inh 0.6, DNMT1 inh -2, LMPTP block 0.3, STEP inh 0, MsrA act -3, SUMO1-SIM PPI 0, Scp1 inh -9, eLon inh 1 and NRP1-CendR mod 2.
Screening COC(=O)[C@@H]1[C@@H](C#N)C2(c3ccccc3-c3ccccc32)N(c2ccc(Cl)cc2)N1C#N returned TbMetRS inhib 0.2, MsrA inh -0.4, DNMT1 inh -4, LMPTP block 1.7, STEP inh 0, MsrA act -3, SUMO1-SIM PPI -13, Scp1 inh -9, eLon inh 2 and NRP1-CendR mod -4.
NC(=O)c1cccc2c3c([nH]c12)CCCC3 was read as TbMetRS inhib -0.2, DNMT1 inh -5, LMPTP block 1.3, STEP inh 2, MsrA act 3, SUMO1-SIM PPI 0, Scp1 inh -5, eLon inh 10 and NRP1-CendR mod 4.
C[C@@H]1CN([C@H](C)CO)C(=O)CCCn2nncc2CO[C@H]1CN(C)Cc1ccc(C(=O)O)cc1 was read as TbMetRS inhib -1.8, MsrA inh 0.4, DNMT1 inh 7, LMPTP block -0.9, STEP inh 1, MsrA act -8, SUMO1-SIM PPI -3, eLon inh -3 and NRP1-CendR mod 1.
`COc1ccc(CC(=O)NCCc2ccc(OC)c(OC)c2)cc1` gave TbMetRS inhib 0.8, MsrA inh -0.9, DNMT1 inh 2, LMPTP block -0.6, STEP inh 2, MsrA act 0, SUMO1-SIM PPI -4, Scp1 inh -6, eLon inh -4 and NRP1-CendR mod -4.
For CN(Cc1ccno1)C(=O)CC1C(=O)NCCN1CC(c1ccccc1)c1ccccc1 (stereo not drawn) the results were TbMetRS inhib -0.1, MsrA inh -0.9, DNMT1 inh -5, LMPTP block 0.4, STEP inh -2, MsrA act -2, SUMO1-SIM PPI 0, Scp1 inh -4, eLon inh 7 and NRP1-CendR mod -6.
`O=C(N/C(=C\c1ccc(Br)cc1)C(=O)N1CCCC1)c1ccccc1F` gave TbMetRS inhib -0.8, MsrA inh 0.0, DNMT1 inh 1, LMPTP block -1.6, STEP inh -1, MsrA act -4, SUMO1-SIM PPI 1, Scp1 inh -4, eLon inh 2 and NRP1-CendR mod 3.
`C=CCn1c(SCC(=O)NC2CC2)nc2sc(CC)cc2c1=O` gave TbMetRS inhib 0.4, MsrA inh 1.6, DNMT1 inh 1, LMPTP block -1.7, STEP inh -4, MsrA act -1, SUMO1-SIM PPI 0, Scp1 inh -13, eLon inh 1 and NRP1-CendR mod 3.
`O=C(NCCc1nnc2ccc(N3CCCCCC3)nn12)c1ccccc1F` gave TbMetRS inhib -0.3, MsrA inh 0.2, DNMT1 inh 3, LMPTP block 0.0, STEP inh -2, MsrA act 2, SUMO1-SIM PPI 3, Scp1 inh -5, eLon inh -11 and NRP1-CendR mod 18.
CCOC(=O)c1cnn(-c2ccccc2)c1-n1cccc1C(=O)C(=O)Nc1ccccc1 was read as TbMetRS inhib 0.3, MsrA inh 1.6, DNMT1 inh -6, LMPTP block 2.0, STEP inh 0, MsrA act -4, SUMO1-SIM PPI 1, Scp1 inh -26, eLon inh 2 and NRP1-CendR mod 16.
`CC(C)CCOc1cccc(OCC(=O)Nc2ccncc2)c1` gave TbMetRS inhib -0.1, MsrA inh -0.3, DNMT1 inh 0, LMPTP block 2.3, STEP inh 1, MsrA act 0, SUMO1-SIM PPI 0, Scp1 inh -3, eLon inh -1 and NRP1-CendR mod -3.
`Cc1ccc(C(=O)NCC(=O)NC2CCC(C)CC2)s1` (stereo not drawn) gave TbMetRS inhib -0.2, MsrA inh -0.4, DNMT1 inh 1, LMPTP block -1.2, STEP inh -2, MsrA act -3, SUMO1-SIM PPI 6, Scp1 inh -3, eLon inh -12 and NRP1-CendR mod 17.
For CCCN(CC(=O)NC(=O)NC1CCCCC1)CC(=O)Nc1cc(Cl)ccc1Cl the results were TbMetRS inhib -0.1, MsrA inh -0.5, DNMT1 inh -3, LMPTP block 1.5, STEP inh -7, MsrA act -1, SUMO1-SIM PPI 1, Scp1 inh -4, eLon inh -8 and NRP1-CendR mod 8.
`COc1ccc(C(CCNC(C)c2ccccc2)c2ccc(F)cc2)cc1` (stereo not drawn) gave TbMetRS inhib -0.1, MsrA inh -0.4, DNMT1 inh -1, LMPTP block 1.6, STEP inh -1, MsrA act -8, SUMO1-SIM PPI -1, Scp1 inh 10, eLon inh 2 and NRP1-CendR mod 3.

3 structures already listed, arranged by length of the SMILES, smallest number first:
`Cc1ccc(C(=O)NCC(=O)NC2CCC(C)CC2)s1` (stereo not drawn) gave TbMetRS inhib -0.2, MsrA inh -0.4, DNMT1 inh 1, LMPTP block -1.2, STEP inh -2, MsrA act -3, SUMO1-SIM PPI 6, Scp1 inh -3, eLon inh -12 and NRP1-CendR mod 17.
For COc1cccc(CN(c2ccccc2C(=O)O)S(=O)(=O)c2ccc(C)cc2)c1 the results were TbMetRS inhib -0.3, MsrA inh 0.1, DNMT1 inh -1, LMPTP block -1.9, STEP inh 3, MsrA act -2, SUMO1-SIM PPI 9, Scp1 inh -8, eLon inh 3 and NRP1-CendR mod 4.
CCOC(=O)c1cnn(-c2ccccc2)c1-n1cccc1C(=O)C(=O)Nc1ccccc1 was read as TbMetRS inhib 0.3, MsrA inh 1.6, DNMT1 inh -6, LMPTP block 2.0, STEP inh 0, MsrA act -4, SUMO1-SIM PPI 1, Scp1 inh -26, eLon inh 2 and NRP1-CendR mod 16.

(cont.)
Screening CN(C)c1ccc(/C=N\Nc2ccccn2)cc1 returned TbMetRS inhib -0.2, MsrA inh 3.4, DNMT1 inh -2, LMPTP block 2.6, STEP inh -2, MsrA act -5, SUMO1-SIM PPI -14, Scp1 inh -12, eLon inh -8 and NRP1-CendR mod 15.
`O=C(c1cc2cc(F)ccc2[nH]1)N1CCC(Cc2ccccc2)CC1` gave TbMetRS inhib -0.3, MsrA inh 1.9, DNMT1 inh -1, LMPTP block 4.5, STEP inh 0, MsrA act -2, SUMO1-SIM PPI 0, Scp1 inh -16, eLon inh 5 and NRP1-CendR mod 3.
Cc1ccc(NC2CCCN(C(=O)c3cccc(-c4ncc[nH]4)c3)C2)cc1C (stereo not drawn) was read as TbMetRS inhib 0.2, MsrA inh -0.8, DNMT1 inh 0, LMPTP block 1.0, STEP inh 0, MsrA act -1, SUMO1-SIM PPI -4, Scp1 inh -1, eLon inh 1 and NRP1-CendR mod 11.
For COc1ccc(Cl)cc1NC(=O)CSc1nnc(C)c(=O)n1N the results were TbMetRS inhib -0.4, MsrA inh -1.7, DNMT1 inh -2, LMPTP block -0.2, STEP inh -1, MsrA act -3, SUMO1-SIM PPI 4, Scp1 inh -8, eLon inh 0 and NRP1-CendR mod 7.
Screening Cc1cccc(NC(=O)CN(c2ccc(C(C)C)cc2)S(=O)(=O)c2c(C)nn(C)c2C)n1 returned TbMetRS inhib -0.1, MsrA inh -0.2, DNMT1 inh -2, LMPTP block 0.0, STEP inh -1, MsrA act -2, SUMO1-SIM PPI 6, Scp1 inh -3, eLon inh -8 and NRP1-CendR mod -3.
CC1(C)CC(=O)C2=C(C1)Nc1ccccc1NC2c1ccccn1 (stereo not drawn) was read as TbMetRS inhib -0.8, MsrA inh 3.6, DNMT1 inh 2, LMPTP block -1.9, STEP inh -5, MsrA act -6, SUMO1-SIM PPI -4, Scp1 inh 7, eLon inh -5 and NRP1-CendR mod -4.
`CN(C)NC(=O)c1csnc1-c1c(Cl)cccc1Cl` gave TbMetRS inhib -0.4, MsrA inh -1.6, DNMT1 inh 2, LMPTP block -0.1, STEP inh 0, MsrA act -3, SUMO1-SIM PPI 6, Scp1 inh -17, eLon inh 6 and NRP1-CendR mod -1.
For CC(c1ccc(F)cc1)n1cc(C(=O)NCCN(C)C)nn1 (stereo not drawn) the results were TbMetRS inhib 0.1, MsrA inh -0.9, DNMT1 inh 1, LMPTP block -3.4, STEP inh 0, MsrA act -2, SUMO1-SIM PPI -5, Scp1 inh -4, eLon inh -1 and NRP1-CendR mod 1.

Screening results from PubChem BioAssay.
